PLCb3 inh: PLC-beta3 (human) inhibition, primary screen. Purified PLC-beta3, fluorogenic substrate, fluorescence. Q01970. inhibition, % at 12.2 µM. 0.18% of 370,000 active; in the data active means inhibition above about 11%;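 further: 0% = median of compound wells on plate and 100% = full blocker control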
DAX1 inh-1: inhibits human nuclear receptor DAX1 | 0.99% of 340,000 active | inhibition, % at 6.75 µM | AID 504766 | P51843 | HEK293 Gal4-DAX1 luciferase reporter, luminescence;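 active means inhibition above the mean over all tested compounds plus 3 SD, cut at about 4.2% in these data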;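 further: 0% = DAX1-transfected cells with DMSO and 100% = empty-vector control cells with DMSO; inhibition shows as a rise in luminescence from relieved DAX1 repression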
Target sequence (P51843 207-470 limits assumed): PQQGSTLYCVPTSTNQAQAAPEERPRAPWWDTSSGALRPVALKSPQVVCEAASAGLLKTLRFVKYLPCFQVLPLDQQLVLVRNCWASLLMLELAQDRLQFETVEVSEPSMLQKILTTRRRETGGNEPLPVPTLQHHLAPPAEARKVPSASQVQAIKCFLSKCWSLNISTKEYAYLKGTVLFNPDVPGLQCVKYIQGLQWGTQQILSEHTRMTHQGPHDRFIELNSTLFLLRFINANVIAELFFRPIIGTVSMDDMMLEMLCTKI
MBD2 inh: inhibitors of human MBD2 binding to methylated oligonucleotide | Q9UBB5 | TR-FRET | inhibition, % at 4.4 µM | 0.31% of 370,000 active | AID 686964; in the data active means inhibition above about 13%
Target sequence (Q9UBB5 whole entry, looked up): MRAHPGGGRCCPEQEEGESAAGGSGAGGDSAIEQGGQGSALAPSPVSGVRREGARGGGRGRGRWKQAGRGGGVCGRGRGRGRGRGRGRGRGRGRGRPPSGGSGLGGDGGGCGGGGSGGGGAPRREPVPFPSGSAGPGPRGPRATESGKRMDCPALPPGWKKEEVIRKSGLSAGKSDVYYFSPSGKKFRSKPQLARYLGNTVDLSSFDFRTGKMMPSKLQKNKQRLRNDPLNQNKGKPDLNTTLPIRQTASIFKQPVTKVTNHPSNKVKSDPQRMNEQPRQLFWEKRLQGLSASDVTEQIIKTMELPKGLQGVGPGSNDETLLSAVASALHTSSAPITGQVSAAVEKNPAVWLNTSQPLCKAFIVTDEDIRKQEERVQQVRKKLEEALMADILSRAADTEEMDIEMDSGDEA
ADAM17 inh: inhibitors of human ADAM17. AID 720648. recombinant ADAM17, EDANS/DABCYL FRET peptide cleavage. 0.83% of 370,000 active. inhibition, % at 6.95 µM;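 active means inhibition above the mean of compounds lying between control limits plus 3 SD, set per campaign, cut at about 8.5% in these data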;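 further: 0% = DMSO-only wells as the low control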
ssDAF-12 act: activates DAF-12 receptor from parasite S. stercoralis; 1% of 370,000 active; activation, % at 6.8 µM; HEK293 ssDAF-12/GRIP1 lit1-tk-luc reporter, luminescence; % of 3 µM dafachronic acid response;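 active means activation above the mean over all tested compounds plus 3 SD, cut at about 0.9% in these data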;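 further: 0% = DMSO-only wells and 100% = 3 µM delta7-dafachronic acid wells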
PLC-gamma1 inh: inhibitors of human phospholipase C gamma1; P19174; purified PLC-gamma1, fluorogenic substrate, fluorescence; inhibition, % at 12.2 µM; 0.84% of 370,000 active; AID 720700; in the data active means inhibition above about 9.5%
SMARCA2 act: SMARCA2 function activation, primary screen | MG213 cells, MMTV-luciferase reporter, dexamethasone, overnight | activation, % at 9.1 µM | 1% of 370,000 active; in the data active means activation above about 7.8%;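 further: 0% = vehicle wells and 100% = reference activator wells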
DAX1 inh-2: inhibitors of DAX1 repression of SF-1 activated StAR promoter; HEK293T StAR-luciferase reporter, SF-1/DAX-1 repression relief; inhibition, % at 6.8 µM; 1.1% of 370,000 active; AID 652010;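 active means inhibition above the mean over all tested compounds plus 3 SD, cut at about 3.6% in these data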;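 further: 0% = DAX-1 cells with DMSO and 100% = cells lacking DAX-1 with DMSO; higher inhibition means more luminescence from relief of DAX-1 repression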
hgDAF12 agonist: activates the H. glycines DAF-12 receptor ligand-binding domain; 1.8% of 370,000 active; activation, % at 6.8 µM; HEK293 GAL4-hgDAF12 UAS-luciferase reporter, agonist luminescence; normalized to butyrate control;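 active means activation above a cutoff set at the mean of all screened compounds plus 3 SD, cut at about 10% in these data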;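 further: 0% = DMSO wells and 100% = sodium butyrate wells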
hcDAF12 agonist: activators of H. contortus DAF-12 nuclear receptor. HEK293 hcDAF-12 lit1-tk-luc reporter, luminescence; 0% DMSO, 100% Δ7-dafachronic acid. activation, % at 6.8 µM. 1.4% of 370,000 active;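 active means activation above the mean of all tested compounds plus 3 SD, cut at about 5.5% in these data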;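 further: 100% = response to 3 µM Δ7-dafachronic acid high control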
NR1D1 modulator: modulators of human Rev-erb alpha DNA binding. Rev-erbα–FITC-DNA binding, fluorescence polarization, 90 min. activity, % at 10 µM. 0.79% of 370,000 active. AID 1259318;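 active means activity above about 14%, limit read from the data; passing the limit was not always enough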;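 further: 0% = DMSO wells with 35 nM protein and 100% = DMSO wells with 750 nM protein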
Starred values were filed as active, the others as inactive; nt = no result given. No enrichment for hits. About 7.4% of those tested had a hit in this group.

SMILES	PLCb3 inh	DAX1 inh-1	MBD2 inh	ADAM17 inh	ssDAF-12 act	PLC-gamma1 inh	SMARCA2 act	DAX1 inh-2	hgDAF12 agonist	hcDAF12 agonist	NR1D1 modulator
CC/C(=N/Nc1cccc(C)c1)c1cnnc(SC)n1	-3	2.0	-5	-4	-1.4	1	-1	-0.3	1.2	-1.9	-12
COc1cc(/C=C(\C#N)C(=O)N2CCOCC2)cc(Br)c1O	-4	0.2	-4	-3	-0.8	-3	-3	0.3	-2.0	0.9	4
Cc1ccc(-n2c3c(c(=O)[nH]c2=O)C(NS(=O)(=O)c2ccc(C)cc2)(C(F)(F)F)C(=O)N3)cc1 (stereo not drawn)	5	1.0	3	4	-1.1	6	-4	-0.7	-2.2	-1.2	0
COc1cc(OC)cc(C(=O)Nc2ccc(-c3nc4ccccc4o3)cc2)c1	-63	-1.6	3	-10	-1.9	-46	0	-0.4	-4.6	-1.7	5
CC(Oc1ccccc1F)C(=O)NN (stereo not drawn)	-1	-0.5	-5	0	-1.4	-3	-1	0.3	2.5	0.8	-1
Cn1c(=O)n(C)c2cc(S(=O)(=O)Nc3ccc(F)cc3)ccc21	-8	0.3	5	-5	-1.1	2	-3	-0.7	-1.0	-3.5	0
CCN(C(=O)C1CCCO1)c1ccccc1 (stereo not drawn)	-2	-0.7	-3	-1	-0.1	1	-2	0.3	-0.2	-0.3	2
C=CCn1c(-c2cccn(Cc3ccc(Cl)cc3Cl)c2=O)n[nH]c1=S	-33	-1.0	2	-19	-2.0	-27	-1	-0.8	-2.8	-1.2	-2
CC(C)(C)N1CC(C(=O)Nc2ccc(C(N)=O)cc2)CC1=O (stereo not drawn)	6	0.6	2	1	-0.7	1	5	0.7	-1.8	-0.6	-2
Cc1ccc(NC(=O)CCS(=O)(=O)c2ccccc2)cc1S(=O)(=O)N1CCCCCC1	-2	-2.5	-4	-4	-0.6	6	-5	-0.6	-3.8	-1.1	-4
C=CCNC(=O)CSc1nc2cc(C(=O)OCC)ccc2n1CC	4	0.7	3	-3	-1.8	-1	-2	0.0	1.2	-1.9	0
Cc1ccc(NC(=S)N(Cc2ccccc2)Cc2cccs2)c(C)c1	4	-1.0	-4	-1	-1.9	-2	-3	-1.0	-2.2	0.7	1
COc1ccc(NC(=O)c2c(Nc3ccccc3)sc(C(=O)c3ccc(F)cc3)c2N)cc1	-4	-3.0	-2	1	-1.1	0	-7	-1.5	1.9	1.0	-1
CCCCN(CC)CCNc1c(NC2CCN(C(=O)OCC)CC2)c(=O)c1=O	2	0.1	4	0	-1.1	8	-7	-0.1	0.5	-0.4	4
Cc1cccc(OCCC(=O)Nc2ccccc2C(N)=O)c1	-6	-0.8	2	1	-1.2	1	-2	0.0	1.1	-1.8	-5
C[C@H]1CN([C@@H](C)CO)C(=O)Cc2cc(NC(=O)Cc3ccccc3)ccc2O[C@H]1CN(C)S(=O)(=O)c1cccs1	0	2.5	-2	0	-0.8	-17	0	-0.1	1.5	-1.7	4
CCCCCCCCCCCC(=O)N1CC(=O)NC(=O)C1	-6	nt	3	-5	-1.4	-4	-2	0.3	-1.0	1.0	-3
CCSc1ccccc1C(=O)Nc1nncs1	-1	0.1	4	-4	-1.2	0	-3	0.1	1.9	-0.9	3
CCOc1ccc(C2C(C#N)=C(C)NC3=C2C(=O)c2ccccc23)cc1 (stereo not drawn)	-54	1.4	1	-12	-1.6	-37	0	-0.6	0.6	-0.9	2
Cc1ccccc1OCC(O)Cn1c(NCc2ccco2)nc2c1c(=O)n(C)c(=O)n2C (stereo not drawn)	0	-1.1	0	-3	-1.4	0	0	-0.3	-4.8	-1.8	-3
O=[N+]([O-])c1cc([N+](=O)[O-])c(Oc2ccc(F)cc2F)cc1NN1CCCCC1	2	0.4	0	-4	-1.2	0	2	0.3	1.2	0.1	1
OC[C@@H]1CN(Cc2ccc(F)cc2)C[C@H](n2cnc3c(NCc4ccc(F)cc4)ncnc32)O1	2	nt	1	1	-1.1	2	0	-0.1	-1.5	-0.8	3
Cc1onc(-c2ccccc2)c1C(=O)NCCc1ccc(S(N)(=O)=O)cc1	2	1.2	4	0	-1.1	2	-3	-0.3	0.9	-0.1	0
COc1ccc(NC(=O)CCc2nnc3ccc(N4CCN(c5cccc(OC)c5)CC4)nn23)cc1	-4	-0.6	-4	1	-1.4	-1	-2	-1.0	-5.1	-2.1	-6
CCn1c(=O)cc(OCC(=O)NCCCN2CCC(C)CC2)c2ccccc21	2	1.4	-5	-2	-0.7	1	-3	0.4	3.2	0.0	1
(listing goes on)
SMILES	PLCb3 inh	DAX1 inh-1	MBD2 inh	ADAM17 inh	ssDAF-12 act	PLC-gamma1 inh	SMARCA2 act	DAX1 inh-2	hgDAF12 agonist	hcDAF12 agonist	NR1D1 modulator
Cc1ccc(NC(=O)C2CCCO2)c(Br)c1 (stereo not drawn)	-5	2.3	-4	-1	-1.0	2	2	-0.1	2.4	1.3	-3
Cc1ccccc1C(=O)NCC(=O)OCCOc1ccc(C(C)C)c(C)c1	-11	-0.5	2	4	-0.2	2	-2	-1.0	0.7	-1.6	0
CC(=O)NCc1ccc(-c2csc(NC(=O)CCc3nc4ccccc4c(=O)[nH]3)n2)s1	-312	-2.1	-3	-32	-0.7	-208	-1	-0.3	3.5	3.8	2
CCN1C[C@@H]2[C@@H]3C(=O)N(Cc4ccccc4)C(=O)[C@@H]3[C@](CC)(C1=O)N2C(=O)c1ccc(Br)cc1	-3	0.4	2	-4	-1.2	-2	0	-0.3	0.2	-1.5	-5
Cc1csc(NC(=O)c2ccc(Cl)nc2)n1	-6	2.3	6	-3	-0.2	0	6	0.4	6.7	2.9	7
CCOc1ccc2oc(-c3ccccc3)c(C(=O)N3CCN(C)CC3)c2c1	-316	-0.2	1	-88	-1.6	-244	1	-1.4	-2.3	-2.3	4
C=CCC1c2cccc(C(=O)O)c2C(=O)N1c1ccc(F)cc1 (stereo not drawn)	-1	-0.6	-1	-2	-0.1	-2	0	-0.5	-0.5	-0.6	2
Cc1ccc(-c2cnc(C(O)c3ccc(C)cc3)[nH]2)cc1 (stereo not drawn)	-19	nt	-2	-5	-0.3	-18	1	0.3	3.3	-1.3	0
CC(=Nc1ccccc1)C1=C(O)C(Cc2cccc(F)c2)NC1=O (stereo not drawn)	-2	1.4	1	0	0.4	-3	-1	6.0*	-1.0	1.9	1
COc1ccc(C(=O)CCC(=O)O)cc1	-2	0.2	-3	1	-1.2	3	-1	0.9	0.8	-1.9	-1
Fc1ccccc1N1CCN(C2CCCN(Cc3ccccc3C(F)(F)F)C2)CC1 (stereo not drawn)	2	0.8	-3	1	0.2	5	-2	0.2	1.2	0.8	4
COc1ccc(C(=O)c2c[nH]c(C(=O)NCc3ccco3)c2)cc1	-4	0.1	-1	-1	-0.8	-2	2	0.2	2.8	-0.3	-3
COc1ccc2[nH]cc(CCNC(=O)c3ccccc3Cl)c2c1	-7	1.3	-4	-6	-0.9	-1	-1	-0.1	-1.5	1.4	7
COc1ccc(-c2[nH]ncc2-c2cscn2)c(O)c1	3	nt	0	-2	-1.1	1	2	-0.1	1.7	0.0	6
O=C(COC(=O)c1ccc([N+](=O)[O-])s1)NC(=O)NCc1ccccc1	0	0.3	-1	0	-1.6	0	-2	-0.6	-1.2	-0.5	4
CCOC(=O)CN(C)C(=O)C1CCCN1C(=O)OC(C)(C)C (stereo not drawn)	-1	0.4	1	-1	-1.6	-1	-1	-0.1	-0.7	-0.1	1
Oc1ccc(/C=N/Nc2ccnc3cc(Cl)ccc23)cc1O	-54	-3.1	-5	-10	-2.2	-32	0	0.0	-0.3	-1.3	0
CCOC(=O)C1=C(O)/C(=C/c2ccc(OCC(=O)Nc3ccc(C)cc3)cc2)N=C1C	-19	0.1	4	-6	-1.7	-7	-3	0.0	0.3	3.5	4
CCN(CC)C(=O)CN1C(=O)C2(NC(=O)c3ccccc3N2)c2ccccc21 (stereo not drawn)	-121	2.0	0	-77	-0.7	-93	-2	-0.8	-2.6	-2.5	-2
CC(OC(=O)CSc1ccc([N+](=O)[O-])cc1)C(=O)NC1CC1 (stereo not drawn)	-4	-0.3	5	-3	-0.6	0	-1	-0.3	-1.3	1.1	-5
O=C(NCc1ccncc1)C(=O)NC1CC1	-1	-1.2	5	-6	-1.8	1	-5	0.4	3.1	-0.1	-1
O=C(C1Cc2ccccc2O1)N1CCCCC1 (stereo not drawn)	2	-0.5	1	-1	-1.4	0	0	0.3	1.3	-1.6	-1
NC(=O)C1(N2CCCCC2)CCN(C(=O)c2ccc(C#Cc3ccccc3)o2)CC1	-1	0.3	5	0	-1.3	-3	-3	-0.2	-3.7	-1.8	-2
COc1ccc(CNS(=O)(=O)c2ccc3c(c2)N(C)CCO3)cc1	-1	-0.3	-3	1	-1.4	1	1	-2.4	-1.9	-1.8	-1
COc1cccc(OCC(O)CN2CCOCC2)c1 (stereo not drawn)	-1	1.3	-7	-5	-0.7	1	0	-0.7	-1.4	-2.2	-5
O=C(OCC(=O)N1CCCC1=O)c1cc(Cl)ccc1O	-28	0.3	2	-16	-0.6	-19	0	1.9	-0.7	3.0	-1
N#CCSc1nc(-c2ccccc2)c2cc(Cl)ccc2n1	-5	-1.2	-4	-2	-1.1	-3	2	0.4	-2.8	1.2	21*

11 entries out of the list, sorted by formula weight, rising.
SMILES	PLCb3 inh	DAX1 inh-1	MBD2 inh	ADAM17 inh	ssDAF-12 act	PLC-gamma1 inh	SMARCA2 act	DAX1 inh-2	hgDAF12 agonist	hcDAF12 agonist	NR1D1 modulator
O=C(NCc1ccncc1)C(=O)NC1CC1	-1	-1.2	5	-6	-1.8	1	-5	0.4	3.1	-0.1	-1
O=C(C1Cc2ccccc2O1)N1CCCCC1 (stereo not drawn)	2	-0.5	1	-1	-1.4	0	0	0.3	1.3	-1.6	-1
Cc1csc(NC(=O)c2ccc(Cl)nc2)n1	-6	2.3	6	-3	-0.2	0	6	0.4	6.7	2.9	7
COc1cccc(OCC(O)CN2CCOCC2)c1 (stereo not drawn)	-1	1.3	-7	-5	-0.7	1	0	-0.7	-1.4	-2.2	-5
Cc1ccc(-c2cnc(C(O)c3ccc(C)cc3)[nH]2)cc1 (stereo not drawn)	-19	nt	-2	-5	-0.3	-18	1	0.3	3.3	-1.3	0
C=CCC1c2cccc(C(=O)O)c2C(=O)N1c1ccc(F)cc1 (stereo not drawn)	-1	-0.6	-1	-2	-0.1	-2	0	-0.5	-0.5	-0.6	2
N#CCSc1nc(-c2ccccc2)c2cc(Cl)ccc2n1	-5	-1.2	-4	-2	-1.1	-3	2	0.4	-2.8	1.2	21*
Oc1ccc(/C=N/Nc2ccnc3cc(Cl)ccc23)cc1O	-54	-3.1	-5	-10	-2.2	-32	0	0.0	-0.3	-1.3	0
COc1ccc(CNS(=O)(=O)c2ccc3c(c2)N(C)CCO3)cc1	-1	-0.3	-3	1	-1.4	1	1	-2.4	-1.9	-1.8	-1
O=C(COC(=O)c1ccc([N+](=O)[O-])s1)NC(=O)NCc1ccccc1	0	0.3	-1	0	-1.6	0	-2	-0.6	-1.2	-0.5	4
Cc1ccccc1C(=O)NCC(=O)OCCOc1ccc(C(C)C)c(C)c1	-11	-0.5	2	4	-0.2	2	-2	-1.0	0.7	-1.6	0

Compound activity: PubChem, several laboratories
